APE1 inh – APE1 (human) endonuclease inhibition; AID 2517; 350,000 compounds, 0.35% hits; Potency, µM (top dose mostly 65.8 µM), for the others: at the highest dose activity change, negative = inhibition, hits mostly inhibitors; recombinant APE1, TAMRA/BHQ-2 abasic DNA cleavage fluorescence;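 further: potency means the concentration at half of the fitted maximal effect; plate controls were vehicle for no effect and reference inhibitor for full effect; nearly all actives have a fitted effect of over 55% in size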
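Quantitative HTS: incision of a TAMRA/BHQ-2 double-stranded substrate bearing a tetrahydrofuran abasic site by 0.75 nM APE1 raises fluorescence. Substrate 50 nM final, added after 15 min compound preincubation at room temperature; progress as third-minus-first kinetic read difference.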
Pol eta inh – inhibitors of human DNA polymerase eta; Q9Y253; recombinant Pol eta, fluorescent DNA replication assay; Potency, µM (series often up to 114 µM), for the others: at the highest dose activity change, negative = inhibition, hits mostly inhibitors; 390,000 compounds, 1.2% hits; further: potency means the concentration at half of the fitted maximal effect; on the % scale 0 is the no-effect control and ±100 the full control effect
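Pol eta at 10 nM preincubated with compounds 15 min at room temperature; reaction started with fluorescent substrate (50 nM final) and read kinetically at 0 and 10 min.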
GRP78 ERSR act – inducers of ER stress response in human glioma cells. U87-MG GRP78 promoter luciferase reporter, 16 h. Potency, µM, without a hit: at the top dose activation, actives largely listed as activators. 420,000 compounds, 0.02% hits. AID 602332; further: potency means the concentration at half of the fitted maximal effect; series mostly up to about 76 µM; % of control where 0% means no effect; nearly all actives have a fitted effect of over 35% in size
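Stably transfected U87-MG glioma cells carrying a GRP78-based luciferase sensor; 16 h compound incubation. Luminescence end-point read 10 min after Bright-Glo addition at room temperature.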
BLM helicase inh – blocks DNA unwinding by human BLM helicase; recombinant BLM DNA unwinding, fluorescence dequenching; Potency, µM (titrated, usually from 56.1 µM), for the others: top-dose activity change, negative = inhibition, most hits filed as inhibitors; 350,000 compounds, 0.2% hits; AID 2528;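 further: potency means the concentration at half of the fitted maximal effect; plate controls were vehicle for no effect and no enzyme for full effect; nearly all actives have a fitted effect of over 35% in size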
Target sequence (P54132 whole entry, looked up): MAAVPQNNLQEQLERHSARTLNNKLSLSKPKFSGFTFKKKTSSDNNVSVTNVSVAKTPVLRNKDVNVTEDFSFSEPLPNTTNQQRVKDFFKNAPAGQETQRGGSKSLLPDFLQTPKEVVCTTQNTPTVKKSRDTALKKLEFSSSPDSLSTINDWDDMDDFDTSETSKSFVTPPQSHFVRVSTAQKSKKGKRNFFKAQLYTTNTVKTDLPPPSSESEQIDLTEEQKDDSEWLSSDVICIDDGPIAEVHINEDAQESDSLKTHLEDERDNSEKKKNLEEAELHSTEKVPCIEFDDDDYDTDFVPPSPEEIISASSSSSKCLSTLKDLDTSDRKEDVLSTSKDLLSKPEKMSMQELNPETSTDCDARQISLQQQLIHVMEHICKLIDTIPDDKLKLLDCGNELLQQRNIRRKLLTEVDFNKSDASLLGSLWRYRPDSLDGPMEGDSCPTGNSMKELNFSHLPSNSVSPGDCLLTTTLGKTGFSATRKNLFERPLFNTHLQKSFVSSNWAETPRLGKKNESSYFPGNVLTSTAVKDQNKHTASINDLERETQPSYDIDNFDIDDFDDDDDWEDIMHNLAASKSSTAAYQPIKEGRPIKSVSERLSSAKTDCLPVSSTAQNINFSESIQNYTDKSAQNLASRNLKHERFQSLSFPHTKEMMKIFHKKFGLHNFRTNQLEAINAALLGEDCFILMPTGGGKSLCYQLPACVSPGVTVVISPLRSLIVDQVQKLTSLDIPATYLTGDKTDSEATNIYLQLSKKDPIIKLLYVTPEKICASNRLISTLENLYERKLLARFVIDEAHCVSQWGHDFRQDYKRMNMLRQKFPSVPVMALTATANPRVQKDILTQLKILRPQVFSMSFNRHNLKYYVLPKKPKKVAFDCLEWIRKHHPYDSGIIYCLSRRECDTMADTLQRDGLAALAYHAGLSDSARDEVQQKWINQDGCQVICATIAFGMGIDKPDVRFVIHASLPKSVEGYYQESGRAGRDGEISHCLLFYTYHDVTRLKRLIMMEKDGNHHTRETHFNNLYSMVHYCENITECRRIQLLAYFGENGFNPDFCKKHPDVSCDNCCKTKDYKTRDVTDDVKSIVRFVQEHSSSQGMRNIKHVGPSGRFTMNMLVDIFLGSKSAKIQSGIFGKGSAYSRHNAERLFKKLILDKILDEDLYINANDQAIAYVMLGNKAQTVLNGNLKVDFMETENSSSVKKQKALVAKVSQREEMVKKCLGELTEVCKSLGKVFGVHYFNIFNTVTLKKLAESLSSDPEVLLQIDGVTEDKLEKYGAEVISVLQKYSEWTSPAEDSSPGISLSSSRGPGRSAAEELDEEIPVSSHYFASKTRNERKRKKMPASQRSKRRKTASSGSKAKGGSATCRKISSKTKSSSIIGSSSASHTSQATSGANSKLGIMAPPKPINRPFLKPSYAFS
Pol beta inh – DNA polymerase beta (human) inhibition; P06746; Pol beta primer extension/strand displacement, fluorescence kinetic; Potency, µM (titrated, usually from 114 µM), for the others: at the top dose activity change, negative = inhibition, hits mostly inhibitors; 340,000 compounds, 1.3% hits; AID 485314; further: potency means the concentration at half of the fitted maximal effect; on the % scale 0 is the no-effect control and ±100 the full control effect
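Pol beta (10 nM) and compounds were preincubated 15 min at room temperature, then 50 nM substrate (final) started primer extension/strand displacement. Reads were taken at 0 and 10 min; concentration-response data were fitted to a four-parameter Hill equation.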
POLK inh – blocks human DNA polymerase kappa activity; Q9UBT6; purified Pol kappa, fluorescent DNA synthesis assay, 10 min; Potency, µM (doses to about 107 µM), for the others: at the top dose activity, negative = inhibition, actives largely listed as inhibitors; 400,000 compounds, 0.53% hits; further: potency means the concentration at half of the fitted maximal effect; on the % scale 0 is the no-effect control and ±100 the full control effect
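First, compounds were pin-transferred onto 10 nM Pol kappa. After 15 min at room temperature, substrate was added to 50 nM final. Fluorescence was then measured kinetically at 0 and 10 min.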
Apoferritin bind – candidate novel general anesthetic via apoferritin binding; P02791; apoferritin/1-aminoanthracene competitive binding, fluorescence; Potency, µM (titrated, usually from 77.5 µM), without a hit: at the highest dose activity change, negative = displacement, hits mostly inhibitors; 350,000 compounds, 0.074% hits; AID 485281; further: potency means the concentration at half of the fitted maximal effect; on the % scale 0 is the no-effect control and ±100 the full control effect; nearly all actives have a fitted effect of over 20% in size
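Steps: apoferritin (10 uM) was premixed with half-saturated 1-AMA in PBS, compounds were pin-transferred, plates stood 10 min at room temperature, fluorescence was read at 380/535 nm, and curves were fitted with a Hill equation.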
LDHA inh – inhibitors of human lactate dehydrogenase A. P00338. activity change, % (values are at about 110 or 230 µM). 480,000 compounds, 0.15% hits. AID 1347041. purified LDHA, NADH/diaphorase-resazurin fluorescence; active compounds read low; in the data active means activity change below about -30%; inconclusive means mostly about -25% to -30%;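 further: plate controls were DMSO wells for no effect and wells without enzyme for full effect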
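Remaining NADH was detected by diaphorase (0.133 mg/mL) converting 37 µM resazurin to fluorescent resorufin, read at 0 and 20 minutes. The preceding 5-minute room-temperature reaction used 2 nM LDHA, 0.2 mM sodium pyruvate and 0.06 mM NADH at pH 7.4.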
POLI inh – DNA polymerase iota (human) inhibition; 390,000 compounds, 1% hits; Pol iota fluorescent replication assay, 10 min; Potency, µM (titrated, usually from 115 µM), for inactives: at the top dose activity, negative = inhibition, usual class: inhibitors; further: potency means the concentration at half of the fitted maximal effect
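Pol iota at 10 nM preincubated 15 min with compounds at room temperature; reaction started with fluorescent substrate, 50 nM final. Fluorescence read kinetically at 0 and 10 min; buffer-only wells as negative control.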
Numbers without * were called inactive; ? = inconclusive; · = not tested or not shown; & = joins results of further samples; [ ] = remark or other dose. Unless noted, the call rests on the fitted dose curve; in most records, active means well fitted curve in the direction sought with a large enough effect; inconclusive means small, poorly fitted or top-dose-only effect, or another doubt; inactive means no such curve, though single readings can be large; an effect the other way counts as inactive or inconclusive.

Results follow in this order: APE1 inh, Pol eta inh, GRP78 ERSR act, BLM helicase inh, Pol beta inh, POLK inh, Apoferritin bind, LDHA inh, POLI inh
- CCN1CCN(c2c(C(=O)c3ccc(OC)cc3)cnc3ccccc23)CC1
  -0.5%, -13.0%, -0.2%, -1.1%, 1.1%, 5.5%, -8.4%, -1.1, 4.9%
- CC1Cc2cc(/C(O)=C3/C(=O)C(=O)N(Cc4cccnc4)C3c3cccc(O)c3)ccc2O1 (centres undefined)
  18.9%, -3.8%, 5.4%, 0.9%, ?, 6.2%, -10.9%, 2.5, -5.3%
- Cc1cc(C)cc(-n2ccn(CC(=O)Nc3cc(C)ccc3C)c(=O)c2=O)c1
  ·, -14.6%, -1.8%, 1.4%, 0.0%, -7.4%, -21.7%, -1.1, 39.2%[activator]
- CC(C)n1nnnc1SCC(=O)NNC(=O)C1CCCCC1
  1.4%, -3.6%, -3.0%, -0.8%, 1.7%, -10.3%, -8.3%, -3.0, 38.9%[activator]
- CCOC(=O)c1cc(-c2ccccc2)n(CC(=O)N(C)c2ccc(OC)cc2)c1C
  ·, -18.6%, -2.5%, -9.5%, ?, -5.6%[60.1 µM], -10.5%, -0.5, -7.2%
- Cc1ccc(C(=O)NC(=S)Nc2ccc(-c3cc4ccccc4oc3=O)cc2)c(C)c1
  -4.2%, -5.4%, 0.0%, -3.7%, 4.6%, -3.8%, -4.0%, -8.5, 0.9%
- COc1ccc(CCn2nnnc2C(c2ccc(C)cc2)N2CCN(C)CC2)cc1OC (centres undefined)
  -2.0%, -8.8%, -4.2%, 0.1%, 12.3%, -10.3%, -9.6%, -11.7, ?
- CCCCNC(=O)C1CC(=O)N(CCc2ccc(C)cc2)C1 (centres undefined)
  11.3%, -11.7%, -3.1%, -2.3%, 18.6%, -1.3%, -8.3%, -17.6, 43.5%[activator]
- CCCCCCNC(=O)c1cccc(-c2ccc(C)c3ccccc23)n1
  ?, -26.2%, -4.5%, -14.7%, -20.3%, 5.3%, -18.9%, 0.1, -0.2%
- COc1ccc(-n2c(Cn3c(=O)sc4ccccc43)nnc2SCC(N)=O)cc1
  -0.2%, -13.5%, 0.3%, -6.5%, 29.3%, 5.5%, -1.0%, -0.9, 17.1%
- CC(=NNc1ccccc1)C(C)=NNc1ccccc1
  ·, -8.3%, -3.6%, ·, ·, -8.1%, ·, 7.6, 2.3%
- CCOC(=O)c1cnc2ccc(C(=O)OC)cc2c1Nc1ccc2c(c1)OCCO2
  -3.7%, 2.2%, -1.9%, -6.1%, ?, -5.9%, -9.7%, -2.2, -17.4%
- O=C(NCC1CCCO1)NC1CCCCC1 (centres undefined)
  9.3%, 6.9%, -4.6%, 0.8%, -18.8%, 4.6%, 2.3%, -5.5, 18.7%
- CCCSc1nnc2n(-c3cccc(C)c3)c(=O)c3c4c(sc3n12)CCCC4
  ·, -4.1%, -4.2%, -2.8%, 4.1%, 6.7%, 33.7%[activator], 1.9, 19.7%
- Cc1ccnc(NS(=O)(=O)c2ccc(NC(=O)c3ccc(S(=O)(=O)N4CCCC4)cc3)cc2)n1
  0.0%, 5.3%, ?, -5.0%, 2.8%, -4.4%, -3.9%, -10.1, -23.7%
- O=C(C[C@@H]1C/C=C\C[C@@H](Cc2ccc(F)cc2)C(=O)OC[C@@H](Cc2ccccc2)NC1=O)N[C@H](CO)Cc1ccccc1
  39.8%, -9.0%, -5.9%, ·, ·, 4.6%, ·, -6.4, 11.3%
- CS(=O)(=O)c1ccc(Cl)c(NC(=O)CN2CCN(C(=O)c3cccs3)CC2)c1
  -9.7%, -7.4%, -3.0%, ·, ·, -3.3%, ·, -3.2, 47.9%[activator]
- Cc1c(C#N)c(N)nc2c3c(sc12)NC(=O)CC3c1ccc(Cl)cc1 (centres undefined)
  7.5%, 2.1%, -5.0%, 1.9%, 40.9%, -4.5%, 53.6%[activator], -2.0&-9.6, 3.7%
- COc1ccc2cc3c(N)nn(C(=O)C4CCC(C(C)(C)C)CC4)c3nc2c1 (centres undefined)
  5.6%, -6.6%, -3.0%, -2.3%, -0.6%, -13.3%, 6.5%, -1.7, -10.8%
- CCOC(=O)c1c(S(=O)(=O)N2CCC(C(=O)NCc3ccccc3Cl)CC2)c(C)n(C)c1C
  ·, -21.9%, 1.0%, -1.2%, -15.8%, -4.6%[60.1 µM], -3.3%, -1.4, 12.2%
- CC(C)=CC(=O)NCc1c(Cl)cccc1-n1cccc1
  3.7%, -11.8%, -3.0%, 1.4%, 20.4%, -9.0%, -15.9%, -7.7, 2.4%[58.9 µM]
- CC(Oc1ccc(F)cc1)C(=O)/C=C\N(C)C (centres undefined)
  11.6%, 7.2%, -4.4%, -3.9%, -0.3%, -10.5%, -6.0%, 0.1, -0.8%
- O=C(COC(=O)c1cccc(N2C(=O)C3CC=CCC3C2=O)c1)c1ccccc1 (centres undefined)
  -9.5%, -10.9%, -2.4%, -5.2%, 2.8%, 3.6%, ?, -0.3, 129.4%[activator]
- COc1ccc(C2C=C(c3ccccc3)Nc3nc(NC(=O)/C=C/c4ccccc4)nn32)cc1 (centres undefined)
  ·, -0.3%, 1.9%, -0.1%, -1.2%, -5.5%, -1.4%, 1.1, 21.8%
- Oc1ccccc1C1C=C(c2ccc3c(c2)OCO3)NC(c2cccc(Br)c2)N1 (centres undefined)
  ·, ·, ?, ·, ·, -10.1%, ·, -6.1, ?
- COc1cc(CNC2CCCCCC2)cc(OC)c1
  15.3%, -11.8%, -2.5%, 2.3%, -0.2%, 10.1%, -12.9%, -3.1, -0.6%
- COc1ccc(CNc2nnnn2C)cc1
  8.3%, -3.9%, -1.5%, -3.9%, 51.7%, 5.0%, -15.2%, -2.4, 22.9%
- COc1ccc(N2CCN(CCNC(=O)Nc3ccc([N+](=O)[O-])cc3OC)CC2)cc1
  -0.7%, -20.0%, -1.9%, -1.1%, 29.6%, -2.3%, 0.2%, -1.3, -3.9%
- COc1ccc(OC)c(Nc2cc3ccccc3c(=O)[nH]2)c1
  ·, ?, -2.2%, ·, ·, -6.1%, ·, 15.2, 31.6µM*
- COC(=O)[C@@]12CCCCN1[C@H](c1ccc(-c3ccc(C(C)=O)cc3)cc1)[C@@H]1C(=O)N(C)C(=O)[C@@H]12
  38.7%, -4.0%, -2.7%, ·, ·, -17.7%, ·, -12.9, -3.0%

Look-ups from above.
Under GRP78 ERSR act, CC(=NNc1ccccc1)C(C)=NNc1ccccc1 is listed with -3.6%
Under GRP78 ERSR act, COc1ccc(OC)c(Nc2cc3ccccc3c(=O)[nH]2)c1 is listed with -2.2%

Next section
Results follow in this order: APE1 inh, Pol eta inh, GRP78 ERSR act, BLM helicase inh, Pol beta inh, POLK inh, Apoferritin bind, LDHA inh, POLI inh
- Cc1cccc(NC(=O)c2cccc(OC(=S)N3CCOCC3)c2)c1C
  34.0%, -3.4%, 5.2%, 0.1%, -18.5%, -10.7%, -6.7%, -9.2, 20.1%
- O=C(Nc1cc(Cl)ccc1Cl)c1cc(S(=O)(=O)N2CCc3ccccc3C2)ccc1F
  ·, 7.8%, -2.7%, -1.9%, 34.0%, -4.6%[60.1 µM], -6.9%, 0.0, 7.6%
- O=C(O)CCC(=O)N1CCc2c([nH]c3ccccc23)C1C(F)(F)F (centres undefined)
  -17.5%, -14.5%, -2.0%, -0.6%, 11.2%, -16.3%, 2.4%, -11.0, 51.5%[activator]
- O=C(COC(=O)COc1ccccc1)Nc1ccccc1OC(F)F
  12.3%, 0.4%, -2.7%, -6.4%, 2.6%, 1.7%, -23.8%, -4.5, 0.8%
- O=C(COc1ccc2c(c1)OCO2)NCc1cccs1
  -4.1%, -3.8%, 0.2%, ·, ·, -7.6%, ·, -7.0, 54.5%[activator]
- CC1CC(C)CN(S(=O)(=O)c2ccc3c(c2)CCN3C(=O)CCC(=O)O)C1 (centres undefined)
  -7.0%, 12.1%, -3.4%, 1.6%, 26.4%, -12.9%, -1.4%, -0.2, 0.0%
- COc1ccc(CNc2nc(SCc3cc(=O)n4cc(Cl)ccc4n3)nc3ccccc23)cc1
  15.7%, -8.1%, -4.3%, -9.0%, -2.0%[57.1 µM], -5.0%, -8.3%, -6.8, 17.0%
- CCN(CC)S(=O)(=O)c1ccc(Cl)c(NC(=O)COC(=O)C2CCCCC2)c1
  -9.9%, -13.2%, -6.3%, ·, ·, -8.5%, ·, -4.8, -2.8%
- CCOC(=O)c1[nH]c2cc3c(cc2c1NC(=O)CN1CCC(C)CC1)OCO3
  -8.4%, -5.7%, -5.3%, 1.8%, -19.2%, -2.9%, ?, 2.6, 23.4%
- Cc1cc(C)nc(SC2CCCCC2O)n1 (centres undefined)
  -2.1%, -4.4%, -3.3%, -2.4%, -29.9%, -14.7%[60.1 µM], -16.1%, -5.3, 19.2%
- N=c1sccn1CC(=O)Nc1cc(S(=O)(=O)N2CCCC2)ccc1Cl
  -1.5%, -13.0%, -4.2%, 4.2%, 12.0%, 2.0%, -9.1%, -10.5, 92.8%[activator]
- COCCN(C(=O)COC(=O)Cc1cccc(OC)c1)c1c(N)n(CC(C)C)c(=O)[nH]c1=O
  1.2%, -1.1%, -2.0%, ·, ·, 1.1%, ·, -7.7, 15.4%
- O=[N+]([O-])c1cccc(CSc2nnc(Cc3ccccc3)n2-c2ccc(F)cc2)c1
  4.1%, -27.1%, -7.6%, -1.4%, -3.8%, -4.0%, ?, 4.0, -0.3%
- Nc1cc(=O)[nH]c(SCc2ccc(Cl)cc2)n1
  13.5%, -3.2%, -2.1%, -2.3%, 4.3%, 0.4%, ?, -2.4, 12.4%
- C[C@@]12C(=O)Nc3ccc(Cl)cc3C(=O)N1[C@H]1c3cc(Br)ccc3OC[C@@H]1[C@@H]2c1ccccc1
  35.5%, -3.8%, -1.5%, ·, ·, 5.1%, ·, 1.9, 30.2%

Some of the compounds tested; rates above refer to the full screens.
